Screening data as filed in PubChem.
Y pestis TopoI: blocks Yersinia pestis topoisomerase I activity; Y. pestis Topo-I cleavage product accumulation, plate reader; activity, % at 10 µM; 0.064% of 360,000 active; AID 504884; in the data active means activity above about 50%, passing the limit was not always enough; inconclusive means no clear call, values can overlap the other calls; further: inactives centre near 2
SSB-PriA inh: blocks PriA binding to SSB C-terminal tail; AlphaScreen SSBct-PriA binding, biotinylated peptide; inhibition, % at 33 µM; 0.6% of 430,000 active; in the data active means inhibition mostly above about 37%, no sharp cut-off; inactive means mostly below about 20%;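 further: plate controls were negative control peptide for no effect and reference peptide for full effect; strong numbers were not always called active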
TcdB inh: TcdB glycohydrolase inhibition; P18177; TcdB glycohydrolase enzymatic assay, plate reader; inhibition, % at 9.99 µM; 0.24% of 350,000 active; AID 652162; in the data active means inhibition above about 10%
MazEF act: activators of E. coli MazEF toxin-antitoxin RNase; activation, % at 20 µM; P0AE70; AID 504720; FAM/BHQ RNA-DNA oligo cleavage fluorescence, 5 h; 0.32% of 350,000 active; in the data active means activation above about 50%
PfHsp40 yeast: rescue of PfHsp40-mediated yeast toxicity | S. cerevisiae expressing PfHsp40, growth rescue, ATP luminescence | AID 504582 | 0.68% of 340,000 active | growth rescue, % at 12.5 µM; in the data active means growth rescue above about 28%, passing the limit was not always enough; inconclusive means no clear call, values can overlap the other calls;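 further: yeast W303a lacking pdr1 and pdr3 grown in galactose medium; growth measured after three days at 30 °C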
VHR inh abs: blocks human VHR1 dual specificity phosphatase. P51452. recombinant VHR phosphatase, pNPP absorbance. inhibition, % at 13.3 µM. 0.52% of 290,000 active; in the data active means inhibition above about 50%; further: some compounds called inactive have numbers as strong as hits
Target sequence (P51452 whole entry, looked up): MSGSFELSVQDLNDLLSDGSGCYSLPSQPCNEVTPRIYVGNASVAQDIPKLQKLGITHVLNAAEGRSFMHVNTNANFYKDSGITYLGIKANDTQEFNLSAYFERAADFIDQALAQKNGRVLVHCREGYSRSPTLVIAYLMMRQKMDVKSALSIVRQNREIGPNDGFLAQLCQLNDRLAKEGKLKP
Anthrax LF inh2: inhibitors of Bacillus anthracis lethal factor protease | multiplex microsphere protease cleavage assay, LF | AID 588501 | 0.12% of 360,000 active | inhibition, % at 10 µM; in the data active means inhibition above about 30%; inconclusive means no clear call, values can overlap the other calls; further: plate controls were buffer without enzyme for full effect and enzyme alone for no effect
Target sequence (P15917 whole entry, looked up): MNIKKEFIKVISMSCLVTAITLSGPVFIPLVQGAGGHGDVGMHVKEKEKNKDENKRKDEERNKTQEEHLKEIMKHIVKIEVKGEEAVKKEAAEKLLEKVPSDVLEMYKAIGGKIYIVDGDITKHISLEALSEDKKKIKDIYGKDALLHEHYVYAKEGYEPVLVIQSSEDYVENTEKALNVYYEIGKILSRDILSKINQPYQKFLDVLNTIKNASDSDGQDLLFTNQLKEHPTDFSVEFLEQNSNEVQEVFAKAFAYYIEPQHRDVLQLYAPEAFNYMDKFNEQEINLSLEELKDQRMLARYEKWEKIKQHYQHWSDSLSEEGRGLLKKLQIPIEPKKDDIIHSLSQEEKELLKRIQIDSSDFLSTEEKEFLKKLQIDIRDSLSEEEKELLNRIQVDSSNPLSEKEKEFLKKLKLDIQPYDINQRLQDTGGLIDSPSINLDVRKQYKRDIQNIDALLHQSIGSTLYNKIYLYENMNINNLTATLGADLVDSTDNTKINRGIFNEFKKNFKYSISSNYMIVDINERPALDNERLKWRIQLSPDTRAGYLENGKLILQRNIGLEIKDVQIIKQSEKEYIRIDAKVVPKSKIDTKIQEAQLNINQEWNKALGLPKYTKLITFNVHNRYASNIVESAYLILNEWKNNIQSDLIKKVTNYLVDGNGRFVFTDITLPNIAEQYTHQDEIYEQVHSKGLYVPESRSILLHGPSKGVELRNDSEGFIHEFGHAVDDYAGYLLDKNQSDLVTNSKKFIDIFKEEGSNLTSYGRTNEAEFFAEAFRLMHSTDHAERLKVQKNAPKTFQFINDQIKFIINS
BH1578 lux ind: inducers of Vibrio cholerae quorum light production without autoinducers; V. cholerae BH1578 lux reporter, luminescence, 6 h; activation, % at 18.7 µM; 0.16% of 350,000 active; in the data active means activation mostly above about 9.7%, no sharp cut-off; inconclusive means no clear call, values can overlap the other calls; inactive means mostly below about 3.7%; further: not every result past the cut was called active; inactives centre near 0; reference of the scale not given here
3CLpro inhibitor: SARS-CoV 3CLpro protease inhibition; 0.14% of 290,000 active; inhibition, % at 6 µM; recombinant SARS-CoV 3CLpro, quenched FRET peptide cleavage; P0C6X7; in the data active means inhibition above about 12%
Rv3671c protease: inhibits the M. tuberculosis serine protease Rv3671c. inhibition, % at 5.96 µM. AID 2606. 0.048% of 320,000 active; in the data active means inhibition above about 38%;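 further: extracellular domain of Rv3671c used as enzyme; 0% = enzyme with DMSO and 100% = no enzyme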
The depositor's hits bear a star; i = inactive; ? = inconclusive; . = no result given; & = joins results of further samples. These rows are one share of the data (hit frequency here may not be typical).

The line under a structure holds: MazEF act, TcdB inh, Rv3671c protease, PfHsp40 yeast, BH1578 lux ind, Y pestis TopoI, Anthrax LF inh2, 3CLpro inhibitor, SSB-PriA inh, VHR inh abs
O=c1c(O)cccc2cc(O)c(O)c(O)c12
→ 281*, -10, 15, 627*, 0.6, -24, -9, 0, ., .
CCCCn1nc2cc(C(=O)NCc3ccc4c(c3)OCO4)ccc2c1OCC
→ -1, -0.4, 3, -0.7, i, -5, -2, 6, -8, -13
CCN(CC)CCNC(=O)C1c2ccccc2Oc2ccccc21
→ 8, 0.5, 5, 1.4, i, 0, 9, -4, 2, -25
O=C(CSc1nc(-c2ccccc2)cs1)Nc1ccccc1[N+](=O)[O-]
→ -8, 0.3, 3, 0.5, -0.3, 7, 2, 2, 48*, -8
CCN1CCN(C(=S)c2ccc(OCC(=O)Nc3ccc(OC)cc3)cc2)CC1
→ 58*, ., -5, -0.8, -0.1, 6, -3, 0, 11, .
C=CCNC(=O)c1cnc(-c2ccccc2)nc1-c1ccccc1
→ -2, 4.3, -3, -1.9, i, 10, -11, 1, -9, 6
Fc1ccccc1Cc1noc(CN2CCCC(CN3CCOCC3)C2)n1 (stereo unspecified)
→ -1, 1.2, 4, -1.6, i, 3, -4, -4, -15, 22
CCC1(C)CC(c2csc(N)n2)CCO1 (stereo unspecified)
→ 9, ., -6, -0.3, 4.0, 19, -2, 4, 3, -14
COc1ccc(-c2cc(C(=O)N3CC4(C)CC3CC(C)(C)C4)no2)cc1OC (stereo unspecified)
→ 5, 2.0, -9, 1.3, -0.2, 30, -1, -3, 9, 24
CCCc1n[nH]c(=S)n1Cc1ccco1
→ 6, 0.6, 7, -1.9, i, 6, 2, 0, 7, -12
CC(=O)Nc1ccc(/C(C)=N/NC(=O)C2CC2c2ccccc2)cc1 (stereo unspecified)
→ -2, 0.4, 5, -1.0, -0.3, -10, 2, 1, ., -14
C#CCNC(=O)c1cccn1-c1ncc(C(F)(F)F)cc1Cl
→ 2, 1.4, -5, ., -0.4, 6, 4, -1, -13, 23
Cc1ccc(S(=O)(=O)Nc2cc(S(=O)(=O)N3CCCCC3)ccc2N2CCOCC2)cc1
→ -20, 0.4, -5, 3.4, 0.0, -2, -1, 2, -12, 19
CSCC(C)N1CCC(n2nccc2NC(=O)CCc2ccccc2)CC1 (stereo unspecified)
→ 7, 0.7, ., -0.5, -0.1, 4, -3, 6, 2, 28
COc1ccc(Cl)cc1S(=O)(=O)N(C)CC(=O)NCc1ccc2c(c1)OCO2
→ 7, -5.2, 5, 0.8, i, 4, -2, -1, 6, 7
O/N=C1\CCCc2c1nc(-c1ccccc1F)n2O
→ 0, 1.0, -4, ., -0.6, -6, -1, -3, ., 16
Cc1ccc(S(=O)(=O)N2CCOCC2)cc1NC(=O)c1cc2ccccc2oc1=O
→ -20, -1.6, 3, -1.4, i, 3, -1, ., -4, .
CCc1cccc(NC(=O)C2CCN(S(=O)(=O)c3ccc4c(c3)CC(C)N4C(C)=O)CC2)c1 (stereo unspecified)
→ 8, 0.7, -4, 1.5, -0.1, -6, -1, -2, -6, 13
Cc1cnc(CN(C)Cc2nc(Cc3cccc(C(F)(F)F)c3)no2)[nH]1
→ 6, 0.7, -2, -1.6, -2.1, 9, 2, -2, -9, 11
CCC(C)NC(=O)CN1C(=O)CC(C)(C)S(=O)(=O)c2ccccc21 (stereo unspecified)
→ 9, 0.1, -6, -0.2, i, -16, -8, 2, -6, 34
COCCNC(=O)c1ccc(CSCc2cccc(Cl)c2)o1
→ 11, 1.3, -4, 1.0, i, 0, 3, 0, -14, -2
CC(C)(C)c1nc(SCC(=O)Nc2ccc(N3CCOCC3)cc2)c2ccccc2n1
→ 6, ., 8, 0.8, ., 4, -4, 1, 1, 6
Cc1cc(C)cc(NC(=O)c2cccc(NC(=O)C3C4CC5OC(=O)C3C5C4)c2)c1 (stereo unspecified)
→ 0, 0.4, -8, -1.9, i, 4, -2, 1, -26, -24
Cc1cc(C)c(NC2=NCCCS2)c(C)c1
→ 2, ., 3, 0.1, 0.5, 7, 0, -3, -21, 9
CC(C)(C)N(Cc1ccccc1)C(=O)CCc1ccccc1
→ -9, 1.4, -4, 0.5, -1.3, 34, -4, 0, -35, 21
CC#C[C@]1(O)CC[C@H]2[C@@H]3CCC4=CC(=O)CCC4=C3[C@@H](c3ccc(N(C)C)cc3)C[C@@]21C
→ 12, -4.1, 0, 4.3, -0.4, 18, 2, -2, 35, 1
C=C(C)CNC(=S)NNC(=O)CCn1c2ccccc2c2ccccc21
→ 4, ., 4, -2.2, -0.3, 7, -2, 2, 3, -8
CCN(CC)C(=O)C1=C(C)N(Cc2ccc(OC)cc2)C(=O)C(CC(=O)NCC2CCCCC2)C1 (stereo unspecified)
→ -1, 1.1, ., ., 0.0, 28, 0, ., ., .
Cn1c(SCc2nc3ccccc3s2)nnc1-c1cccs1
→ 2, ., 4, -0.8, i, 5, 0, -8, 20, 9
Oc1ccc(-c2csc(-c3c[nH]c4ccccc34)n2)c(O)c1
→ 21, ., 9, 8.8, -0.3, -38, -3, 3, 9, 5
CCOc1ccc(CCNC(=O)C2CCN(S(=O)(=O)N3CCOCC3)CC2)cc1OCC
→ -2, ., -6, -0.8, i, -2, 0, -1, 6, 37
COc1ccc([C@H]2CC(=O)C=C(c3cccc(Cl)c3)C2)cc1
→ -3, 0.2, -5, 19, -0.9, 42, 9, ., -3, .
O=C(COc1ccc(F)cc1)N(c1ccccn1)C1CCCCC1
→ 1, ., 1, -1.3, -0.2, 10, -7, 1, -7, 1
COc1ccc(CCC(=O)Nc2nccs2)cc1OC
→ -15, 0.4, 3, -0.4, 0.6, 2, 2, 2, 7, -7
Cc1ccc(Cl)cc1NC(=O)Cn1c(C)csc1=O
→ 5, 0.9, 3, -1.3, 7.0, 3, 6, ., -2, .
COC(=O)N/N=C(\C)c1ccc(Br)cc1
→ 12, ., 0, 1.6, i, -5, 2, -3, ., -2
COC(=O)c1ccccc1NC(=O)CNC(=O)c1ccco1
→ 8, ., -6, 0.3, -0.3, 3, -3, -1, -14, -1
CC(C)(C)c1ccc(/C=C(\C#N)C(=O)Nc2ccccn2)cc1
→ 15, -0.5, 7, -0.6, -3.0, -3, -8, 4, 2&-1, -2
CCOc1ccccc1NC(=O)COC(=O)c1cc[n+]([O-])cc1
→ 1, 0.8, 2, -1.1, -0.4, 5, -3, 1, -13, 11
CC1CCc2nn(CC(=O)NCc3ccco3)cc2C1 (stereo unspecified)
→ -21, 1.0, 4, -1.0, -0.2, -1, -7, -1, 1, -1
COc1ccc(C)cc1NC(=O)N1CCCc2ccccc21
→ 2, 0.8, -7, 1.1, 0.9, 9, -1, 3, -23, 28
C=CCn1c(CNC(=O)c2ccco2)nnc1SCC(=O)c1ccc(F)cc1
→ 5, 1.1, -3, 1.1, i, 4, 2, -2, 3, -14
COc1ccc(/C=C2\SC(=S)N(CCC(=O)NC3CCCC3)C2=O)cc1OC
→ 9, -0.4, 7, -0.1, 1.8, -6, 10, -3, -1, 18
CCc1ccc(C(=O)Nc2cccc(-c3nn[nH]n3)c2)s1
→ 1, 1.4, -12, 0.7, 0.3, -1, -8, 1, -11, 10
COc1cccc(-c2ccc3c(c2)N(Cc2cccc(F)c2)C(=O)C(C)S3)c1 (stereo unspecified)
→ ., 0.0, ., ., i, 31, -6, ., ., .
ClCCn1cnc2c(SCc3ccccc3)ncnc21
→ 3, 0.9, ., -0.2, i, -2, -3, ., -9, .
O=C(c1ccc2c(=O)n3c(nc2c1)CCCCC3)N1CCN(c2ccccc2F)CC1
→ 9, -2.0, 1, -1.3, -0.2, 24, 0, -6, 10, 2
N#C/C(=C/c1ccc(-c2ccc(C(=O)O)c(Cl)c2)o1)C(=O)NCC1CCCO1 (stereo unspecified)
→ 2, 0.4, -5, -1.0, -0.2, -5, -3, 0, -22, -1
O=C1NC(=O)C(CCOc2ccccc2)(CCc2ccccc2)C(=O)N1
→ -4, 0.3, ., 0.0, ., 8, -5, ., -10, .
CCCN(CC(=O)Nc1ccccc1C)C(=O)c1cccc(-n2cnnn2)c1
→ 3, -0.3, -1, 0.3, i, -3, 0, 0, -5, 2
COCCNC(=O)c1cc(-c2ccccc2)n(Cc2cc(C)no2)n1
→ 1, 1.2, -3, -1.1, 1.1, -1, 2, ., -7, .
O=[N+]([O-])c1ccc(NCCCN2CCOCC2)c2ncccc12
→ -3, 1.0, -9, -0.2, i, 6, 0, -1, -2, 12
CC1=NN(c2ccccc2)C(=O)/C1=C/c1ccc(Cl)cc1
→ 6, -3.8, ., -2.0, 2.0, 2, -10, -1, 19, 9
Cc1cccn2c(=O)nc(SCC(=O)c3ccc(Cl)cc3)nc12
→ 4, -0.4, 1, 0.5, 89*, 2, -2, ., 1, .
CCN(CC)CCOC(=O)C(c1ccccc1)C1CCCCC1 (stereo unspecified)
→ 4, 0.8, 0, -1.2, i, 9, -6, ., 5, .
C=C(C)C(Cc1c(OC)ccc(C(=O)/C=C/c2ccc(O)cc2)c1O)OO (stereo unspecified)
→ -38, 0.8, -14, -0.3, -0.3, 5, -3, ., 1, .
C/C(=N\NC(=O)CNC(=O)c1ccc(F)cc1)c1ccco1
→ 8, 0.1, 0, -0.6, -3.1, 8, -3, 4, ., 4
Cc1ccc(C(=O)N/C(=C/c2ccc(-c3cc(C(F)(F)F)ccc3Cl)o2)C(=O)NCc2cccnc2)cc1
→ -18, ., -28, 3.1, i, 2, -5, 3, -1, 11
Cc1cc2nc(-c3ccc(SCC(=O)Nc4ccc(S(=O)(=O)N5CCCC5)cc4)nc3)[nH]c2cc1C
→ -5, ., -208, -0.1, -0.3, 9, 3, 0, 9, 30
CSc1ccc(CCNC(=O)c2cccc3c2C(=O)N(C2CCCCC2)C3)cc1
→ 2, ., -13, 2.6, -0.2, 37, 0, 8, -9, 11

(further entries)
The line under a structure holds: MazEF act, TcdB inh, Rv3671c protease, PfHsp40 yeast, BH1578 lux ind, Y pestis TopoI, Anthrax LF inh2, 3CLpro inhibitor, SSB-PriA inh, VHR inh abs
O=C(CNC(=O)c1cccc(Cl)c1)Nc1ccc(F)c(F)c1F
→ 6, -1.2, -2, ?, -0.9, 1, 3, 3, 1, 2
O=C(CNC(=O)c1cccs1)OCC(=O)c1ccc(Br)cc1
→ -22, 0.4, -8, 0.9, i, -3, -13, 4, -17, 31
COc1ccc(O)c(/C=N/Nc2nc(Nc3ccccc3)nc(-n3nc(C)cc3C)n2)c1
→ -12, ., -19, -0.3, -0.5, -6, -3, 0, ., -7
Cc1ccc(N2CCN(C(=O)c3nn(C)c4c3CS(=O)(=O)c3ccccc3-4)CC2C)cc1 (stereo unspecified)
→ 5, 2.5, 0, -0.8, -0.9, 18, -3, -5, 20, 11
O=C(/C=C/c1ccco1)N1CCN(S(=O)(=O)c2cccs2)CC1
→ 5, 0.4, 3, 0.1, -0.4, 2, 1, -2, -14, 10
COc1ccccc1-n1c(SCC(=O)Nc2ccccc2F)nc2[nH]ncc2c1=O
→ 3, ., 2, 0.5, i, 3, 0, 2, -22, 2
COc1ccc(/C=N\NC(=O)c2ccc(-c3ccccc3)cc2)c(OC)c1OC
→ 0, 0.4, ., -1.1, -2.3, 8, 0, 2, ., 23
CCOC(=O)c1c(NC(=S)NC)sc2c1CCCC2
→ 10, 0.2, -5, 0.9, i, -3, -7, 0, -5, 1
CN1C(C)(C)CC(NC(=O)CCC(=O)NC2CC(C)(C)N(C)C(C)(C)C2)CC1(C)C
→ 2, ., 3, -1.7, i, -4, 0, -2, -6, .
CC(=O)N1CCN(C(=O)c2cc(C)nc3ccccc23)CC1
→ -18, -0.8, -2, 0.3, 0.5, -10, -3, 1, -5, 18
